human PMI inhibitors: human PMI inhibitors, high substrate, primary screen, biochemical, fluorescence intensity, high mannose 6-phosphate (AID 1220); 190,000 compounds, 0.66% hits; one-dose inhibition, % at 20 µM; IC50 in µM for titrated hits; recombinant PMI enzyme, coupled fluorescence intensity; higher % means a stronger effect
KOR beta-arrestin-1: kappa opioid receptor blockers – cell-based, luminescence, uHTS (AID 1778); KOR beta-arrestin recruitment, luminescence, antagonist mode; higher % means a stronger effect; inhibition, % at 10 µM, or IC50 in µM where a hit was titrated; 290,000 compounds, 0.091% hits; further: strong numbers were not always called active
human PMI inhibition: MPI enzyme activity inhibition – biochemical, fluorescence intensity, coupled assay, primary screen (AID 1209). purified PMI enzyme, coupled fluorescence intensity; higher % means a stronger effect. inhibition, % at 20 µM; hits with a dose series show IC50 in µM. 190,000 compounds, 0.42% hits;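 further: plate controls were DMSO vehicle for no effect and wells lacking substrate for full effect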
TNAP activation fold: human TNAP enzyme activators, primary screen, biochemical, luminescent, no phosphate acceptor, uHTS (AID 1001). one-dose activation fold at 20 µM; EC50 in µM for titrated hits. 200,000 compounds, 0.03% hits. purified TNAP, luminescent activation assay, no phosphate acceptor; higher activation fold means a stronger effect; in the data active means activation fold from about 3, or a potency from the dose series; inactive means the rest, 99 in 100 with activation fold below about 1.6; further: many of its hits are not listed in these tables
NOD2 inhibition: inhibition of NOD2-driven NF-kB reporter – cell-based, luminescence, uHTS, HEK293 (AID 1566); HEK293 NOD2/NF-kB luciferase reporter, luminescence; higher % means a stronger effect; inhibition, % at 4 µM; hits with a dose series show EC50 in µM; 290,000 compounds, 0.63% hits; further: many of its hits are not listed in these tables
KOR beta-arrestin-2: KOR agonists, beta-arrestin recruitment, primary screen, cell-based, luminescence, uHTS (AID 1777). activation, % at 10 µM, or EC50 in µM where a hit was titrated. KOR beta-arrestin recruitment, luminescence; higher % means a stronger effect. 280,000 compounds, 0.02% hits; in the data active means activation above about 50%, passing the limit was not always enough; further: a part of the inactive calls stands beside numbers as strong as those of hits
XIAP antagonists: XIAP antagonists, biochemical, IAP family, fluorescence polarization (AID 1018); XIAP BIR domain, fluorescence polarization peptide displacement; higher % means a stronger effect; one-dose displacement, % at 20 µM; IC50 in µM for titrated hits; 200,000 compounds, 0.007% hits; in the data active means displacement above about 50%; further: a part of the inactive calls stands beside numbers as strong as those of hits
LYP inhibition: PTPN22 lymphoid phosphatase activity blockers – biochemical, fluorescence intensity, uHTS (AID 1779); inhibition, % at 11.5 µM, or IC50 in µM where a hit was titrated; recombinant LYP phosphatase, fluorescence intensity; higher % means a stronger effect; 290,000 compounds, 0.054% hits;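 further: plate controls were vehicle with enzyme for no effect and no enzyme for full effect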
NOD1 inhibition: NOD1 signaling inhibitors, primary screen, cell-based, luminescence, uHTS (AID 1578); NOD1-driven NF-kB luciferase reporter cells, luminescence; higher % means a stronger effect; inhibition, % at 4 µM, or EC50 in µM where a hit was titrated; 290,000 compounds, 1% hits; in the data active means inhibition mostly above about 36%, no sharp cut-off; inactive means mostly below about 34%;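 further: HEK-293T reporter cells stimulated with the NOD1 agonist gamma-tri-DAP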
Starred values were filed as active, the others as inactive; nt = not tested or not shown; [ ] = dose if it differs, or a comment. Unless noted, no stated cut-off is given here; in the data, active means inhibition above about 50%; inactive means the rest. An excerpt; count on the stated rates, not on these rows.

SMILES	human PMI inhibitors	KOR beta-arrestin-1	human PMI inhibition	TNAP activation fold	NOD2 inhibition	KOR beta-arrestin-2	XIAP antagonists	LYP inhibition	NOD1 inhibition
O=C(O)c1cccc(NC(=S)NC(NC(=O)c2ccco2)C(Cl)(Cl)Cl)c1 (stereo not given)	nt	-12%	nt	nt	10%	2.2%	nt	-3%	-8%
COc1ccccc1/C=C/CN1CCN(Cc2ccc(F)cc2)C(CCO)C1 (stereo not given)	-1%	-16%	5%	1	16%	-4.1%	-12%	-4%	3%
Cc1cccc(N2C(S)=C(C#N)C(=O)NC2c2cccs2)c1 (stereo not given)	-1%	12%	4%	1.1	-4%	-3.2%	-7.7%	3%	-32%
Cc1cc(S(=O)(=O)N2CCCCC2)ccc1OCC(=O)N1CCCC1	nt	-15%	nt	nt	-6%	-3.1%	nt	-7%	-27%
COc1ccc2c(c1)c(CC(=O)Nc1cc(C)ccc1C)c(C)n2C(=O)c1ccc(Cl)cc1	7%	-14%	11%	1.1	12%	7.8%	-4.5%	-2%	20%
CC(C)CC(N=C1NC(C)(C)Cc2ccccc21)C(=O)O (stereo not given)	-12%	7%	-6%	1	-8%	-6.3%	4.1%	-9%	-5%
CC(C)C1C(C#N)=C(N)Oc2n[nH]c(C(C)(C)C)c21 (stereo not given)	-8%	-10%	-8%	1	7%	0.0%	-2.0%	-1%	5%
CC(CCc1ccccc1)NC(=O)CCCCCNc1nc(=S)[nH]c2ccccc12 (stereo not given)	-8%	37%	-2%	1.1	6%	-6.2%	-4.2%	-2%	-2%
O=C(Oc1cccc2cccnc12)c1ccc(Br)o1	38%	24%	21%	1	21%	0.9%	-3.6%	-8%	2%
O=C1C=Cc2ccccc2/C1=C/c1[nH]c(=O)[nH]c1O	nt	-2%	nt	nt	16%	3.0%	nt	1%	-4%
CCN1CCN(Cc2nc3c(c(=O)[nH]c(=O)n3C)n2Cc2ccccc2Cl)CC1	2%	7%	1%	1	4%	-2.0%	30%	-6%	-3%
CSC1=C(C#N)C(c2ccccc2Cl)C(C(=O)c2cccs2)C(O)(C(F)(F)F)N1 (stereo not given)	2%	-14%	0%	1	2%	-1.3%	9.5%	-4%	-8%
O=C(COC(=O)c1cc2ccccc2oc1=O)Nc1ccc(F)cc1F	nt	-6%	nt	nt	4%	5.5%	nt	1%	-19%
CCCC(=O)c1ccc(N2CCN(C(=O)OCC)CC2)c(F)c1	3%	27%	3%	1.1	0%	-0.8%	-1.2%	-7%	9%
CCc1ccc(OCC(=O)NNC(=O)c2ccc(NC(=O)C3CC3)cc2)cc1	nt	0%	nt	nt	5%	0.1%	nt	-11%	-34%
CNS(=O)(=O)c1cc(NC(=O)CCNC(=O)c2ccco2)ccc1C	nt	-1%	nt	nt	12%	-2.1%	nt	-8%	-9%
CC1CCN(S(=O)(=O)c2cc(C(=O)N3CCN(c4ncccn4)CC3)ccc2Br)CC1	9%	24%	14%	1.1	16%	8.3%	0.6%	4%	6%
Cc1ccc(C(=O)O)cc1NC(=S)NCCc1ccccc1	nt	16%	nt	nt	13%	-3.8%	nt	-5%	-36%
Cc1cc(C)c[n+](C[n+]2cc(C)cc(C)c2)c1	0%	9%[20 µM]	0%	1	19%	-3.1%	-5.0%	-9%	-4%
COc1ccccc1C(=O)Nc1ccc2[nH]ncc2c1	nt	-43%	nt	nt	-15%	4.3%	nt	-9%	-22%
CCOC(=O)N1CCN(C(=O)c2cc(OC)c(OC)c(OC)c2)CC1	nt	4%[20 µM]	nt	nt	7%	1.9%	nt	-9%	-28%
Cc1ccccc1OCCOCCN1CCCCCC1	14%	-7%	14%	1.1	3%	-0.2%	-2.9%	-2%	-24%
O=[N+]([O-])c1cc(Br)c(OCc2nnc(-c3ccccc3)o2)c(Br)c1	-4%	-15%	-22%	1	-12%	0.7%	0.1%	4%	-48%
CCOc1ccc(C(=O)NCc2ccncc2)cc1	7%	-15%	1%	1.1	12%	nt	-0.7%	-7%	-15%
CSc1nc(-c2ccc(Cl)cc2)c(C#N)c(=O)n1C	-1%	-9%[20 µM]	0%	1.1	-1%	-3.1%	2.7%	-8%	26%
CC1CCCC(C)N1C(=O)CSc1nnc(CSc2ncccn2)n1C (stereo not given)	5%	13%	7%	1.1	5%	-5.8%	-3.0%	-6%	-9%
CCOC(=O)C1C(=O)C=C(/C=C/c2ccc(N(C)C)cc2)CC1c1ccccc1 (stereo not given)	5%	23%	12%	1.1	0%	12%	-4.3%	5%	0%
CCC(C)N(C(=O)c1csnn1)C(C(=O)NC1CCCC1)c1ccccc1F (stereo not given)	nt	-40%	nt	nt	-4%	6.8%	nt	-12%	18%
O=C(CCNC(=O)C1CCN(S(=O)(=O)c2ccccc2)CC1)Nc1ccccc1	nt	1%	nt	nt	13%	-1.4%	nt	-5%	-4%
CCOc1ccc(Cn2nnc(C(=O)NCCc3ccc(Cl)cc3)c2N)cc1	-4%	22%	-7%	1.1	6%	-7.2%	-3.2%	-1%	-18%
COCCN=c1scc(-c2cc(OC)c(OC)c(OC)c2)n1/N=C/c1c(C)[nH]c2ccccc12	14%	27%	28%	1	10%	12%	-8.5%	7%	-5%
O=C(C1=C(O)C(=O)N(CCOCCO)C1c1ccccn1)c1cccs1 (stereo not given)	nt	13%	nt	nt	17%	2.2%	nt	-4%	-1%
CC(C)(C)C1CCc2c(sc(NC(=O)CSc3ncn[nH]3)c2C#N)C1 (stereo not given)	16%	-10%	22%	1.1	13%	-5.9%	-4.7%	5%	25%
COc1ccc(NC(=O)c2cccs2)cc1O	36%	-26%	16%	1.1	-38%	-6.3%	3.4%	-6%	-12%
CCCNC(=O)C(=O)NCCC1=CCCCC1	-3%	-1%	-2%	1.1	8%	-1.4%	-4.4%	-11%	-7%
CC(C(N)=O)N1C(=O)C2C3C=CC(C3)C2C1=O (stereo not given)	2%	4%	-3%	1	6%	-1.0%	-7.7%	-2%	5%
Cc1cc(S(=O)(=O)NCCN2CCOCC2)ccc1Cl	nt	0%	nt	nt	9%	-4.6%	nt	-9%	-6%
CCOC(=O)c1sc2nc(C)cc(C)c2c1NC(=O)c1ccco1	4%	-12%	14%	1.1	8%	0.1%	-3.9%	-6%	-29%
COc1cccc(C2CC(C(F)(F)F)n3ncc(C(=O)NCc4ccco4)c3N2)c1 (stereo not given)	14%	-9%	17%	1	1%	-1.7%	0.0%	4%	-17%
CCOC(=O)N1CCN(Cc2nc3c(c(=O)n(C)c(=O)n3C)n2CCC(C)C)CC1	-11%	-19%	-3%	1.1	-16%	-3.8%	-5.8%	-5%	-7%
O=C(Nc1cccnc1)c1cc2c(s1)-c1ccccc1OC2	nt	-22%	nt	nt	-17%	-3.5%	nt	-5%	-23%
O=C(CCS(=O)(=O)c1ccc(Br)s1)NCc1ccccc1	-2%	2%	7%	1.1	15%	-6.0%	-3.8%	-9%	21%
NC(=O)c1ccc(OCC(F)(F)F)nc1	nt	10%	nt	nt	7%	-3.3%	nt	-5%	4%
C=CCn1c(SCC(=O)NCc2ccccc2)nnc1-c1ccccc1O	15%	12%	20%	1	10%	-1.6%	-13%	-5%	-13%
CCOc1ccccc1NC(=O)c1c(NC(=O)CCC(=O)O)sc2c1CCCCC2	-113%	-1%[20 µM]	-59%	1	6%	-1.5%	-0.7%	1%	-12%
O=c1cc(NCCO)c2ccccc2o1	-3%	-7%	-7%	1.1	-8%	1.7%	-1.6%	-1%	6%
CC(NC(=O)c1cc(S(=O)(=O)N2CCCC2)cn1C)c1ccccc1 (stereo not given)	nt	-22%[20 µM]	nt	nt	9%	-2.5%	nt	-14%	1%
O=C(CSCCSCC(=O)c1ccco1)c1ccco1	1%	-24%	7%	1.1	-6%	-2.7%	-2.1%	-2%	-27%
Cc1ccc(NC(=O)C2(c3ccc([N+](=O)[O-])cc3)CCCC2)cc1	15%	-6%	19%	1.1	-19%	1.9%	11%	0%	-12%
Oc1ccccc1C(=S)N1CCCCC1	9%	-19%	5%	1.1	13%	-3.4%	-6.5%	-2%	-12%
Cc1nc(NC(=O)CSc2nnc(-c3ccc4c(c3)OCO4)o2)c(Cl)cc1Cl	-2%	-17%	-9%	1.1	-1%	6.2%	-5.1%	-5%	44%
COc1ccccc1CNC(=O)COC(=O)Cc1c(F)cccc1Cl	10%	21%	0%	1.2	15%	-5.4%	-4.7%	-4%	-12%
C=CCn1c(SCC(=O)NCC2CCCO2)nc2scc(-c3ccco3)c2c1=O (stereo not given)	-40%	8%	-30%	1.1	4%	-0.1%	-5.0%	4%	-23%
CN1c2ccccc2N(C)C1c1ccc2c(c1)OCO2	4%	20%	6%	1.1	-5%	3.2%	0.1%	1%	nt
CCC(=O)N1CCN(c2ccc(NC(=O)c3ccc4c(c3)OCCO4)cc2)CC1	9%	12%	4%	1	1%	-5.5%	-3.4%	-5%	-46%
CCCCc1ccc(NC(=O)Nc2c(C)n(C)n(-c3ccccc3)c2=O)cc1	nt	-1%	nt	nt	-6%	-1.4%	nt	-3%	-48%
COc1cccc(/C(C)=N/NC(=O)c2ccc(N(C)C)cc2)c1	-5%	13%	1%	1.1	-58%	-1.0%	-5.5%	-9%	-49%
CCOC(=O)c1cc(C#N)c(N2CCN(c3ccccn3)CC2)nc1-c1ccccc1	15%	-8%	16%	1	11%	-4.0%	-8.6%	0%	12%

Structures above that have an aryl methoxy group, in the order listed:
SMILES	human PMI inhibitors	KOR beta-arrestin-1	human PMI inhibition	TNAP activation fold	NOD2 inhibition	KOR beta-arrestin-2	XIAP antagonists	LYP inhibition	NOD1 inhibition
COc1ccccc1/C=C/CN1CCN(Cc2ccc(F)cc2)C(CCO)C1 (stereo not given)	-1%	-16%	5%	1	16%	-4.1%	-12%	-4%	3%
COc1ccc2c(c1)c(CC(=O)Nc1cc(C)ccc1C)c(C)n2C(=O)c1ccc(Cl)cc1	7%	-14%	11%	1.1	12%	7.8%	-4.5%	-2%	20%
COc1ccccc1C(=O)Nc1ccc2[nH]ncc2c1	nt	-43%	nt	nt	-15%	4.3%	nt	-9%	-22%
CCOC(=O)N1CCN(C(=O)c2cc(OC)c(OC)c(OC)c2)CC1	nt	4%[20 µM]	nt	nt	7%	1.9%	nt	-9%	-28%
COCCN=c1scc(-c2cc(OC)c(OC)c(OC)c2)n1/N=C/c1c(C)[nH]c2ccccc12	14%	27%	28%	1	10%	12%	-8.5%	7%	-5%
COc1ccc(NC(=O)c2cccs2)cc1O	36%	-26%	16%	1.1	-38%	-6.3%	3.4%	-6%	-12%
COc1cccc(C2CC(C(F)(F)F)n3ncc(C(=O)NCc4ccco4)c3N2)c1 (stereo not given)	14%	-9%	17%	1	1%	-1.7%	0.0%	4%	-17%
COc1ccccc1CNC(=O)COC(=O)Cc1c(F)cccc1Cl	10%	21%	0%	1.2	15%	-5.4%	-4.7%	-4%	-12%
COc1cccc(/C(C)=N/NC(=O)c2ccc(N(C)C)cc2)c1	-5%	13%	1%	1.1	-58%	-1.0%	-5.5%	-9%	-49%

Screens deposited in PubChem BioAssay by Sanford-Burnham Center for Chemical Genomics.
